TNAP activation fold: human TNAP enzyme activators, primary screen, biochemical, luminescent, no phosphate acceptor, uHTS (AID 1001) | one-dose activation fold at 20 µM; EC50 in µM for titrated hits | hit rate 0.03% among 200,000 | purified TNAP, luminescent activation assay, no phosphate acceptor; higher activation fold means a stronger effect; in the data active means activation fold from about 3, or a potency from the dose series; inactive means the rest, 99 in 100 with activation fold below about 1.6; further: many of its hits are not listed in these tables
MT stabilizer: microtubule stabilization, imaging screen | hit rate 0.83% among 200,000 | HeLa tubulin immunostaining HCS, 24 h; share of cells brighter than vehicle mean+2SD | % tubulin-high responders, % at 10 µM;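 active means plate Z-score above 3 for both tubulin-high and condensed-nucleus cell shares, with cell loss under 80%, at 10 µM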;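 further: anti alpha tubulin signal scored within the nucleus-defined area of each cell; some results filed as inactive read as strong as hits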
Lipid droplet: modulators of hepatic lipid droplet formation; AML12 mouse hepatocytes, oleate lipid droplets, BODIPY imaging; inhibition, % at 6.5 µM; hit rate 0.4% among 240,000;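 active means lipid droplet intensity inhibited by at least 50%, with more than 500 cells counted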
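Assay system: AML12 hepatocytes (mouse); Probe or stimulus: oleic acid at 100 µM to induce lipid droplet formation; Dosing: compound at 6.5 µM only; Schedule: compound with oleate, overnight; Detection: fluorescence imaging, 20x objective, two fields per well; Measure: % inhibition of lipid droplet signal.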
T cell HTS: modulates CD8 T cell binding to vesicles; AID 2052; 2C CD8+ T cell-vesicle binding, flow cytometry; active compounds read low; hit rate 0.068% among 330,000; calls only at 7 µM;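 active means response, share of CD8 T cells binding vesicles, and their 90th percentile fluorescence all below set limits, cut at about 80% in these data, passing the limit was not always enough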
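Also added: QL9-peptide-loaded Drosophila micro-vesicles bearing Ld, ICAM-1 and B7-1; Test system: purified 2C TCR transgenic mouse naive CD8+ T cells; Measured by: cytometric PE anti-B7-1 and Alexa647 anti-CD8 signals after 1% paraformaldehyde fixation; Timing: binding step 1.5 h, 37 °C, antibody labelling 20 min, ice.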
Ins promoter up: MIN6 insulin promoter up-regulation | MIN6 insulin promoter-GFP reporter, high-content imaging; active compounds read high | z-score at 5 µM | hit rate 0.3% among 190,000;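 active means z-score above 3 at 5 µM with at least 500 cells counted in the well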
human PMI inhibitors: human PMI inhibitors, high substrate, primary screen, biochemical, fluorescence intensity, high mannose 6-phosphate (AID 1220); hit rate 0.66% among 190,000; one-dose inhibition, % at 20 µM; IC50 in µM for titrated hits; recombinant PMI enzyme, coupled fluorescence intensity; higher % means a stronger effect
bCat nuc transl: modulators of beta-catenin nuclear translocation. hit rate 0.3% among 190,000. nuclear translocation activity, % at 5 µM. AID 1665. HeLa beta-catenin nuclear translocation, immunofluorescence imaging;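 active means nuclear translocation activity above 50% at 5 µM, with a well cell count of 50 or more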;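 further: per-cell ratio of nuclear to cytoplasmic median beta-catenin stain intensity; plate controls were DMSO negative control for no effect and GSK-3 inhibitor IX positive control for full effect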
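Read-out: Nuclear/cytoplasmic beta-catenin signal ratio, % activation | Assay system: Human HeLa cell line | Times: 24 h compound exposure at 37°C, 5% CO2 | Signal: Fluorescence imaging of beta-catenin antibody stain plus DAPI | Dosing: 5 µM primary, 0.02–20 µM confirmation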
human PMI inhibition: MPI enzyme activity inhibition – biochemical, fluorescence intensity, coupled assay, primary screen (AID 1209). purified PMI enzyme, coupled fluorescence intensity; higher % means a stronger effect. inhibition, % at 20 µM, or IC50 in µM where a hit was titrated. hit rate 0.42% among 190,000;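 further: plate controls were DMSO vehicle for no effect and wells lacking substrate for full effect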
Autophagy mod: autophagy modulation, high-content screen; MEF GFP-LC3 puncta imaging; test concentration mostly 10 µM; AID 463193; calls only at 10 µM (by protocol); hit rate 0.98% among 190,000;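 active means percentage of spot-positive cells more than 3 SD above its plate mean, without a fluorescence outlier flag or 80% toxicity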;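 further: spot-positive cell cutoff set from DMSO-treated cells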
Ins promoter up cell count: second read-out of Ins promoter up, no call of its own (marks repeat the call); cell count; measured here: cytotoxicity, nuclei count;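 total cells summed across four imaged fields per well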
Lipid droplet cells 6.5 µM: recorded beside Lipid droplet, whose call it bears; cell count; measured here: cell count, cytotoxicity flag;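 cells counted across two imaged fields per well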
bCat nuc transl cell count 5 µM: also measured in bCat nuc transl; calls as there; cell count; measured here: cell count, cytotoxicity flag
T cell HTS vesicle-bound %: also measured in T cell HTS; calls as there; double positive events, %; measured here: CD8+ vesicle-bound cell fraction;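 binding gate set so that unloaded-vesicle control wells show 10% double positive cells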
MT stabilizer Hoechst-high %: further read-out of MT stabilizer, marked with its call; % Hoechst-high responders; measured here: nuclear condensation Hoechst responders;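 share of cells brighter than vehicle mean plus two SD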
MT stabilizer cytotoxicity %: also measured in MT stabilizer; calls as there; toxicity, %; measured here: cytotoxicity by cell density;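 0% = mean cell density of plate MIN control wells and 100% = no cells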
Autophagy mod cell loss 18 h: recorded beside Autophagy mod, whose call it bears; toxicity, %; measured here: cell loss, nuclei count;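 cell loss after 18 h compound exposure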
Starred values were filed as active, the others as inactive; i = inactive; . = not tested or not shown. Unless noted, no stated cut-off is given here; in the data, active means inhibition above about 50%; inactive means the rest.

SMILES	TNAP activation fold	MT stabilizer	MT stabilizer Hoechst-high %	MT stabilizer cytotoxicity %	Lipid droplet	Lipid droplet cells 6.5 µM	T cell HTS	T cell HTS vesicle-bound %	Ins promoter up	Ins promoter up cell count	human PMI inhibitors	bCat nuc transl	bCat nuc transl cell count 5 µM	human PMI inhibition	Autophagy mod	Autophagy mod cell loss 18 h
Cc1nc(SC2CC(=O)N(c3ccc([N+](=O)[O-])cc3)C2=O)nc2c1CCCC2 (stereo not given)	1	1.4	1.1	4.3	.	.	i	34	0.26	1475	9%	0.0	1293	16%	i	-5
S=C(NCCSCc1c(Cl)cccc1Cl)Nc1ccccc1	1.3	1.7	2.2	4.9	.	.	i	49	2.5	1551	17%	-2.0	1401	10%	i	4
CN(C[C@@H](Cc1cccc2ccccc12)N(C[C@H](Cc1ccccc1)N(CCc1ccccc1)N=O)N=O)N=O	1.1	1.9	1.6	7.1	-2	693	i	47	-1.8	1205	19%	-0.5	1120	12%	i	19
COC(=O)Cc1ccc(NC(=S)Nc2cccc(C)n2)cc1	1	1.3	1.4	2.0	-7	653	i	46	0.58	1425	17%	-1.2	978	21%	i	12
O=C(CCN1C(=O)c2ccccc2C1=O)Nc1ccccc1C(=O)N1CCOCC1	1.1	2.2	2.2	5.0	-9	724	i	11	0.6	827	6%	-0.4	1180	8%	i	11
CCCOc1ccccc1C(=O)N(Cc1cccs1)C1CCS(=O)(=O)C1 (stereo not given)	1.1	5.6	1.7	14	.	.	i	4	0.82	1338	5%	-3.4	979	1%	i	20
Cc1ccccc1NS(=O)(=O)c1cc(C(=O)NCCSC2CCCCC2)ccc1C	1.1	3.4	2.8	3.4	.	.	i	14	-1.7	1032	11%	-0.2	1411	14%	i	-25
COCCN1CCN(Cc2cn(C)nc2-c2ccc(Oc3ccccc3)cc2)CC1	.	.	.	.	4	704	i	42	-0.57	1062	.	0.2	1363	.	.	.
COc1ccc(-c2cc(C(F)F)n3ncc(C(=O)N4CCc5ccccc54)c3n2)cc1	1	26*	45*	50*	18	530	i	26	-1.3	1002	-2%	6.2	853	3%	i	41
CC(=O)c1sc(NC(=O)CCCOc2ccc(Cl)cc2)nc1C	1.1	1.4	1.1	5.4	2	675	i	34	-1.1	1593	0%	0.2	977	6%	i	-4
Cc1ccc(NC(=S)NC(=O)/C=C/c2ccc(Cl)cc2)cc1	1	2.5	2.1	2.6	-6	442	i	29	0.68	1472	2%	0.1	1301	10%	i	4
COc1ccc(C(=O)OCC(=O)Nc2nc3c(F)c(F)c(F)cc3s2)cc1OC	1	4.0	2.5	0.1	0	691	i	46	-0.04	1181	-6%	-0.7	1005	-6%	i	10
CC(C)COP(=O)(OCC(C)C)C(Nc1ccccc1)c1ccc(F)cc1 (stereo not given)	1	2.9	5.2	4.7	6	658	i	49	0.6	1235	19%	-1.3	504	13%	i	24
COc1ccc(Oc2ccccc2/C=C/C(=O)O)cc1	1.1	1.2	1.4	4.7	0	681	i	31	-0.43	1841	5%	-1.7	1115	6%	i	-4
CCN(Cc1ccccc1)C1CCN(Cc2ccc(SC)cc2)CC1	1	3.4	2.1	0.6	-4	685	i	40	.	.	-10%	1.6	1066	-8%	i	-13
Cn1ncc2c(N3CCC(Cc4ccccc4)CC3)ncnc21	1	5.3	2.1	8.0	8	703	i	41	-1.4	1169	4%	0.6	1522	5%	i	8
Cc1ccc2[nH]c(=O)c(CN(CC3COCCO3)C(=O)Nc3ccccc3C)cc2c1 (stereo not given)	1	11	4.7	17	-6	705	i	20	-1.1	1269	1%	3.0	1486	2%	i	13
NC(=O)CC(NC(=O)Cc1cccc2ccccc12)c1ccc(NCc2ccccn2)c([N+](=O)[O-])c1 (stereo not given)	.	.	.	.	14	740	i	54	-0.36	1018	.	-0.2	1322	.	.	.
Cc1nc(CC(=O)NNS(=O)(=O)c2ccc(F)c(Cl)c2)cs1	1	2.4	2.9	6.4	23	690	i	45	1	1264	-6%	-1.9	525	-10%	i	6
CC1Oc2ccccc2N(Cc2ccccc2F)C1=O (stereo not given)	1.1	3.9	2.1	5.6	.	.	i	35	-1	1152	0%	-7.3	1020	-3%	i	2
O=C(c1ccc2c(=O)n(C3CCCC3)c(=S)[nH]c2c1)N1CCN(C2CCCCC2)CC1	1	4.4	3.4	6.6	.	.	i	25	0.99	1488	18%	-1.1	1439	12%	i	8
Cc1ccccc1-c1nc(CS(=O)(=O)CC(=O)N2CCc3ccccc3C2)c(C)o1	1.1	4.4	0.8	8.0	-2	623	i	50	.	.	12%	0.7	1133	15%	.	.
CN(C)CCNC(=O)COc1cccc(Cl)c1	1	2.4	2.4	12	.	.	i	50	0.9	1223	-9%	1.0	1192	-13%	i	-1
COc1ccccc1OCc1ccc(C(=O)N2CCN(C)CC2)o1	1	1.9	2.4	1.4	0	691	i	49	-0.09	1134	8%	-1.5	543	9%	i	1
Cc1c(C(=O)O)sc2nc3n(c(=O)c12)CCC3	1.1	2.0	1.3	10	-4	682	i	49	-1.5	1199	0%	1.0	1051	-7%	i	-6

Part of the list above in order of formula weight, lowest first.
SMILES	TNAP activation fold	MT stabilizer	MT stabilizer Hoechst-high %	MT stabilizer cytotoxicity %	Lipid droplet	Lipid droplet cells 6.5 µM	T cell HTS	T cell HTS vesicle-bound %	Ins promoter up	Ins promoter up cell count	human PMI inhibitors	bCat nuc transl	bCat nuc transl cell count 5 µM	human PMI inhibition	Autophagy mod	Autophagy mod cell loss 18 h
Cc1nc(CC(=O)NNS(=O)(=O)c2ccc(F)c(Cl)c2)cs1	1	2.4	2.9	6.4	23	690	i	45	1	1264	-6%	-1.9	525	-10%	i	6
COCCN1CCN(Cc2cn(C)nc2-c2ccc(Oc3ccccc3)cc2)CC1	.	.	.	.	4	704	i	42	-0.57	1062	.	0.2	1363	.	.	.
Cc1ccc2[nH]c(=O)c(CN(CC3COCCO3)C(=O)Nc3ccccc3C)cc2c1 (stereo not given)	1	11	4.7	17	-6	705	i	20	-1.1	1269	1%	3.0	1486	2%	i	13

(further entries)
SMILES	TNAP activation fold	MT stabilizer	MT stabilizer Hoechst-high %	MT stabilizer cytotoxicity %	Lipid droplet	Lipid droplet cells 6.5 µM	T cell HTS	T cell HTS vesicle-bound %	Ins promoter up	Ins promoter up cell count	human PMI inhibitors	bCat nuc transl	bCat nuc transl cell count 5 µM	human PMI inhibition	Autophagy mod	Autophagy mod cell loss 18 h
COc1ccc(CN2CCCC(C(=O)c3ccc(SC)cc3)C2)cc1Cn1cccn1 (stereo not given)	1.1	6.1	1.7	3.6	-17	715	i	10	-1.1	1539	8%	-2.1	969	13%	i	13
COc1ccc(F)cc1S(=O)(=O)N1CCCN(S(=O)(=O)c2cc(F)ccc2OC)CC1	1	4.2	2.3	5.7	-27	792	i	58	-0.74	1161	2%	-0.9	1136	8%	i	2
Cc1cccc(OCCCCNCc2ccccc2)c1	1.1	2.6	2.5	7.4	21	660	i	30	.	.	-16%	2.1	1120	-15%	i	18
CC(=O)Oc1ccc(C(=O)c2ccccc2)c(OC(C)=O)c1	1.1	2.1	1.7	0.9	0	730	i	53	-0.25	1281	5%	-0.1	1061	0%	i	7
CCn1cnc2c1c(=O)n(CC(=O)N1CCc3ccccc31)c(=O)n2Cc1ccccc1	1.1	1.3	1.0	7.0	.	.	i	18	0.63	1020	18%	-1.0	1106	13%	i	-10
N=C1/C(=C\c2ccc(-c3cccc(C(=O)O)c3)o2)C(=O)N=C2SC=C(c3ccccc3)N12	.	.	.	.	-14	720	i	17	0.04	1345	.	0.7	1306	.	.	.
Fc1ccccc1N1CC(c2ccccc2)C(c2cccs2)=N1 (stereo not given)	.	2.5	1.5	7.9	13	781	i	21	-0.57	754	13%	.	.	10%	i	30
Cc1ccccc1S(=O)(=O)N(CC(O)CN1C(=O)NC(C)(C)C1=O)c1ccccc1 (stereo not given)	.	.	.	.	-12	672	i	54	0.18	1015	.	-0.7	1234	.	.	.
CCCCc1c(O)nc(N2CCN(Cc3ccccc3)CC2)[nH]c1=O	1.1	2.7	2.2	10.0	-4	662	i	50	0.35	1922	2%	-0.4	1094	5%	i	7
COc1cc(/C=N/NC(=O)CCOc2ccccc2C)cc(Br)c1O	1	3.5	2.9	9.5	-1	685	i	32	-0.76	1227	4%	-0.5	1136	-2%	i	-1
COC(=O)c1cc(=O)n2c(-c3ccc(OC)cc3)csc2n1	1.1	3.4	2.4	9.8	.	.	i	15	0.32	1481	3%	4.4	1416	-1%	i	-5
O=C(NCCCN1CCOCC1)c1c(O)c2ccccc2[nH]c1=O	1.1	5.7	3.8	5.7	.	.	i	10	0.09	1282	12%	2.4	1405	10%	i	5
N#Cc1cc(Oc2cccnc2)c(Oc2cccnc2)cc1C#N	1.1	2.0	1.8	5.1	-1	788	i	59	-0.05	1017	-4%	-3.1	1162	1%	i	-6
Cc1cc(C)n(-c2nc(-c3ccccc3)cs2)n1	1	2.2	1.9	1.0	-12	761	i	39	-0.19	951	4%	-2.4	1206	2%	i	-5
Cc1ccc(C)c(OCC(=O)N/N=C\c2cccn2C)c1	1	4.3	2.0	4.3	14	741	i	47	-0.89	1168	8%	0.8	1060	4%	i	0
COc1ccc(-c2cccc(C(=O)Nc3cccc(C(=O)O)c3)c2)cc1	1.1	3.4	2.3	11	8	674	i	15	0.06	1263	-3%	-3.1	500	-4%	i	-2
CN(C)/C=C(\C#N)S(=O)(=O)c1ccc(Cl)cc1	.	.	.	.	5	779	i	29	-0.3	1091	.	0.0	1344	.	.	.

Screens: PubChem BioAssay, several laboratories
